T cruzi growth – T. cruzi proliferation inhibition | AID 624255 | T. cruzi beta-gal in NIH3T3, GalScreen luminescence, 90 h | actives 5.9% (n = 77,000) | inhibition, % at 8.34 µM;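 active = mean inhibition above about 93%, with at least 55% of replicates each passing it, limit read from the data, passing the limit was not always enough; inconclusive = only one of those two conditions holds; inactive = neither condition holds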
C diff growth – C. difficile growth inhibition. Clostridium difficile clinical isolate growth, OD600, 24 h; stronger effect = lower value. growth activity, negative = inhibition, % at 16 µg/mL (by protocol). actives 0.25% (n = 86,000). AID 1259249;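 active = mean growth activity at or below -80% and every replicate also at or below -80%; inconclusive = mean at or below -80% but some replicate above -80%; inactive = mean growth activity above -80%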;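 also: 0% = DMSO wells and -100% = levofloxacin 16 µg/mL wells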
GASC1 inh – KDM4C (human) demethylase inhibition; actives 0.15% (n = 96,000); AID 720574; inhibition, % at 12.5 µM; Q9H3R0; GST-KDM4C 2-372, H3K9me3 peptide, LANCE TR-FRET;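 active = mean replicate inhibition above about 25%, with at least 55% of replicates also reaching it, limit read from the data, passing the limit was not always enough; inconclusive = only one of those two conditions met; inactive = neither condition met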
Target sequence (Q9H3R0 2-372 limits assumed): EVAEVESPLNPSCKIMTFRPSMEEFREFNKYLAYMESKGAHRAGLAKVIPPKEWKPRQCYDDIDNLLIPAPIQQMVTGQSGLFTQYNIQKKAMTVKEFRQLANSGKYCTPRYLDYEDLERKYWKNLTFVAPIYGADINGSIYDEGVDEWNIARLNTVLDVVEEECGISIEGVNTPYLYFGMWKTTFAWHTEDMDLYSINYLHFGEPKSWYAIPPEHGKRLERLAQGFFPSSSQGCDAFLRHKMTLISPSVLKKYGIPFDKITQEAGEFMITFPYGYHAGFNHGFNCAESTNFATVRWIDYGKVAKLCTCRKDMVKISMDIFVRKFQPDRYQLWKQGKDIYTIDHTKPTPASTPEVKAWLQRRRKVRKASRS
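Test system: N-terminal GST-fused human GASC-1 (KDM4C) fragment, residues 2-372; quantity: GASC-1 enzyme at 10 nM final in reaction; dosing: single dose; schedule: 30 min demethylation and 1 h detection at room temperature; signal: LANCE TR-FRET, excitation 340 nm, emissions 618 and 671 nm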
Pf Dd2 growth – inhibitors of Plasmodium falciparum Dd2 growth | P. falciparum Dd2 growth, SYBR Green, 72 h; stronger effect = lower value | activity change, % at 10 µM | actives 2.3% (n = 94,000); in the data active = activity change below about -80%; inconclusive = no clear call, values can overlap the other calls
Numbers without * were called inactive; ? = inconclusive; nt = no result given; & = joins results of further samples.

SMILES	T cruzi growth	C diff growth	GASC1 inh	Pf Dd2 growth
Cc1noc(C)c1S(=O)(=O)N(C)C[C@H]1OCc2cn(nn2)CCCC(=O)N([C@@H](C)CO)C[C@H]1C	-19.1	nt	0.6	10.6
CCC(=O)N[C@@H]1CC[C@H](CC(=O)NCc2ccccc2OC)O[C@H]1CO	-55.0	2.6	-0.1	1.3
COCC(=O)N1[C@H](CO)[C@@H](c2ccccc2)[C@@H]1CN(C)C(=O)c1ccccc1	90.3	-5.6	1.1	-38.5
O=C(c1ccc2c(c1)OCO2)N1CC(=O)N2[C@H](CO)[C@H](c3ccc(C#CCC4CCCC4)cc3)[C@H]2C1	nt	-3.8	0.0	-62.5
O=C(Nc1ccc(F)cc1)N1CCCCN2[C@H](CO)[C@H](c3ccc(C#Cc4ccccn4)cc3)[C@H]2C1	79.6	-7.3	-1.7	-69.1
COc1cccc(C#Cc2ccc3c(c2)O[C@@H](CN(C)C(=O)c2ccccn2)[C@H](C)CN([C@@H](C)CO)S3(=O)=O)c1	?	6.7	-2.6	-83.6*
CCCNC(=O)N1CC2(C1)CN(Cc1cccc(F)c1)[C@@H](CO)c1[nH]c3cc(OC)ccc3c12	nt	0.1	-0.2	-63.2
COc1ccc(NC(=O)N(C)C[C@@H]2OCCCC[C@@H](C)Oc3ccc(NS(C)(=O)=O)cc3C(=O)N([C@H](C)CO)C[C@H]2C)cc1	-14.8	-5.5	2.7	-16.8
Cc1ccc(S(=O)(=O)Nc2ccc3c(c2)C(=O)N([C@@H](C)CO)C[C@H](C)[C@H](CN(C)S(=O)(=O)c2ccc(C)cc2)O3)cc1	57.0	10.8	-1.8	-45.3
CO[C@@H]1CN(C)C(=O)c2cc(NC(=O)C3CC3)ccc2OC[C@@H](C)N(C(=O)NC(C)C)C[C@@H]1C	72.0	nt	1.3	14.0
COCC(=O)Nc1ccc2c(c1)C(=O)N(C)C[C@H](OC)[C@@H](C)CN(CC1CCCCC1)[C@H](C)CO2	-21.9	0.6	-0.2	-62.6
Cc1noc(C)c1NC(=O)N(C)C[C@H]1OCCCC[C@@H](C)Oc2ccc(N(C)C)cc2C(=O)N([C@@H](C)CO)C[C@H]1C	94.9	-4.5	7.0	24.2
CNC(=O)C[C@H]1CC[C@@H]2[C@H](COc3ccc(NC(=O)NCc4ccccc4)cc3C(=O)N2C)O1	14.9	6.9	0.9	-0.5
CCC(=O)Nc1ccc2c(c1)C(=O)N(C)C[C@@H](OC)[C@@H](C)CN(Cc1ccccc1OC)[C@@H](C)CO2	8.6	3.8	-0.8	nt
COc1ccc(S(=O)(=O)N(C)C[C@@H]2OCCCC[C@H](C)Oc3ccc(NS(=O)(=O)c4ccc(C)cc4)cc3C(=O)N([C@H](C)CO)C[C@H]2C)cc1	107.0	6.3	-2.0	-63.4
OC[C@H]1[C@@H](c2ccc(-c3cccc(F)c3)cc2)[C@@H]2CN(Cc3cncnc3)CCCCN12	58.9	-3.3	-1.5	-18.1
COc1ccc(CN(C)C[C@@H]2OCCCC[C@@H](C)Oc3ccc(NC(=O)Nc4ccc(F)cc4)cc3C(=O)N([C@@H](C)CO)C[C@H]2C)cc1	20.4	5.7	-2.0	-62.7
C[C@H](CO)N1C[C@H](C)[C@@H](CN(C)Cc2ccc3c(c2)OCO3)Oc2ccc(NC(=O)C3CCCCC3)cc2CC1=O	100.1*	-6.0	1.7	-50.9
CCC(=O)N1[C@H](CN(C)C(=O)CN2CCOCC2)[C@@H](c2ccccc2)[C@@H]1CO	15.4	-1.9	1.6	-5.6
COCC(=O)N1[C@H](C#N)[C@H](c2ccc(C#Cc3ccccc3F)cc2)[C@H]1CO	106.5*	7.7	0.5	-36.0
C[C@H]1CN([C@@H](C)CO)C(=O)c2cc(NC(=O)Cc3ccccc3)ccc2O[C@@H]1CN(C)C(=O)Nc1ccccc1	11.7	2.0	-2.9	-19.6
Cc1ccccc1-c1ccc2c(c1)O[C@@H](CN(C)C(=O)Nc1ccc(F)cc1)[C@H](C)CN([C@@H](C)CO)S2(=O)=O	nt	-10.0	-2.0	-5.0
C[C@H]1CN([C@@H](C)CO)C(=O)Cc2cc(NC(=O)Nc3ccc(C(F)(F)F)cc3)ccc2O[C@H]1CN(C)S(=O)(=O)c1cn(C)cn1	-15.3	-5.1	-0.2	-18.9
CC(C)c1cn(CC[C@H]2CC[C@@H](NC(=O)C3CC3)[C@H](CO)O2)nn1	2.7	nt	0.8	16.3
CN(C)C(=O)c1cccc(-c2ccc([C@H]3[C@@H](CO)N4C(=O)CN(C(=O)C5CCC5)C[C@@H]34)cc2)c1	nt	-2.7	0.3	33.7

An excerpt of these results, in CSV form.
molecule,T cruzi growth,C diff growth,GASC1 inh,Pf Dd2 growth
COCC(=O)N1[C@H](CO)[C@@H](c2ccccc2)[C@@H]1CN(C)C(=O)c1ccccc1,90.3,-5.6,1.1,-38.5
O=C(c1ccc2c(c1)OCO2)N1CC(=O)N2[C@H](CO)[C@H](c3ccc(C#CCC4CCCC4)cc3)[C@H]2C1,nt,-3.8,0.0,-62.5
O=C(Nc1ccc(F)cc1)N1CCCCN2[C@H](CO)[C@H](c3ccc(C#Cc4ccccn4)cc3)[C@H]2C1,79.6,-7.3,-1.7,-69.1
COc1cccc(C#Cc2ccc3c(c2)O[C@@H](CN(C)C(=O)c2ccccn2)[C@H](C)CN([C@@H](C)CO)S3(=O)=O)c1,?,6.7,-2.6,-83.6*

(further entries)
SMILES	T cruzi growth	C diff growth	GASC1 inh	Pf Dd2 growth
Cc1ccc(S(=O)(=O)N(C)C[C@H]2Oc3ccc(NS(=O)(=O)c4cn(C)cn4)cc3CC(=O)N([C@H](C)CO)C[C@@H]2C)cc1	18.9	nt	2.7	10.1
O=C(C[C@@H]1CC[C@H]2[C@@H](COC[C@@H](O)CN2Cc2ccncc2)O1)NCc1ccncc1	16.8	nt	?	-8.3
C[C@@H]1CN([C@H](C)CO)C(=O)c2cc(N(C)C)ccc2O[C@@H](C)CCCCO[C@H]1CN(C)C(=O)Nc1cccc2ccccc12	-49.8	-2.5	nt	nt
COc1ccc(S(=O)(=O)N(C)C[C@H]2Oc3ccc(NC(=O)c4ccncc4)cc3CC(=O)N([C@H](C)CO)C[C@H]2C)cc1	9.6	10.9	-0.9	12.4
C[C@@H]1CCCCO[C@H](CN(C)Cc2ccc(Cl)c(Cl)c2)[C@H](C)CN([C@@H](C)CO)C(=O)c2cc(NS(C)(=O)=O)ccc2O1	18.4	7.2	-0.7	-49.1
COc1cccc(-c2ccc([C@H]3[C@H](CO)N4CCCCN(CC5CC5)C[C@@H]34)cc2)c1	75.7	5.9	-0.7	?
C[C@@H]1CN([C@@H](C)CO)C(=O)c2cccc(NS(=O)(=O)c3ccc(F)cc3)c2O[C@H]1CN(C)C(=O)Nc1ccc2c(c1)OCO2	76.0	-11.9	3.9	-40.2
CCC(=O)N1[C@@H]2c3ccc(C4=CCCC4)c(=O)n3C[C@H]1[C@H](CO)[C@H]2C(=O)NCC1CCCCC1	24.9	-1.1	-0.2	14.0
CC(=O)N1[C@H](CO)[C@H](c2ccccc2)[C@@H]1CN(C(=O)c1cccc(F)c1)C(C)C	81.5	17.3	0.8	-19.7
COc1ccc(-c2ccc3c(c2)[C@@H]2[C@@H](CCN2S(=O)(=O)c2ccccc2C)[C@H](CO)N3C)cc1	28.2	2.4	0.7	-7.0
Cc1cccc(S(=O)(=O)N2C[C@H]3[C@@H](c4ccccc42)[C@H](CO)N3CC2CCCC2)c1	?	53.8	1.8	-41.3
C[C@@H]1CN([C@@H](C)CO)C(=O)CCCn2nncc2CO[C@H]1CN(C)C(=O)Nc1ccc(N2CCN(C)CC2)cc1	-30.5&-69.0	-3.2	1.1	-1.9&-5.2
CN1[C@@H]2c3ccc(-c4cccc(F)c4)c(=O)n3C[C@@H]2[C@@H](CO)[C@@H]1C(=O)NC1CCC1	-6.0	0.6	6.8	nt
Cc1noc(C)c1NC(=O)N(C)C[C@@H]1OCc2ccccc2-c2ccccc2C(=O)N([C@H](C)CO)C[C@H]1C	10.8	-3.3	1.5	14.2
O=C(Nc1ccc(Cl)c(Cl)c1)N[C@H]1CC[C@H](CCNC(=O)c2ccc(F)cc2)O[C@H]1CO	15.8	nt	-0.8	-1.7
Cc1noc(C)c1S(=O)(=O)N(C)C[C@@H]1OCCCC[C@@H](C)Oc2ccc(NS(=O)(=O)c3ccccc3)cc2C(=O)N([C@H](C)CO)C[C@@H]1C	4.1	-3.3	-1.0	-10.1
C[C@@H]1CCCCO[C@@H](CN(C)Cc2ccc(Cl)c(Cl)c2)[C@@H](C)CN([C@@H](C)CO)C(=O)c2cc(NC(=O)Cc3ccccc3)ccc2O1	97.9*	4.4	1.4	-52.0
CO[C@H]1CN(C)C(=O)c2cc(NC(=O)C3CCCCC3)ccc2OC[C@H](C)N(Cc2cccnc2)C[C@@H]1C	76.8	nt	-1.2	nt
Cc1noc(C)c1NC(=O)Nc1cccc2c1O[C@H](CN(C)Cc1ccc(C(F)(F)F)cc1)[C@@H](C)CN([C@@H](C)CO)C2=O	47.9	-5.2	-0.6	-3.9
C[C@H]1CN([C@@H](C)CO)S(=O)(=O)c2ccc(-c3ccc(C(=O)N(C)C)cc3)cc2O[C@H]1CN(C)C(=O)C1CCC1	73.3	2.4	-0.8	-63.6
Cc1noc(C)c1S(=O)(=O)Nc1ccc2c(c1)CC(=O)N([C@@H](C)CO)C[C@H](C)[C@@H](CN(C)Cc1ccc(-c3ccccc3)cc1)O2	78.6	6.6	5.2	1.8
CC(C)NC(=O)N(C)C[C@@H]1Oc2ncc(C3=CCCCC3)cc2C(=O)N([C@H](C)CO)C[C@@H]1C	-58.3	0.1	2.6	-6.6
Cc1noc(C)c1S(=O)(=O)Nc1ccc2c(c1)C(=O)N([C@@H](C)CO)C[C@H](C)[C@H](CN(C)S(=O)(=O)c1ccc(Cl)cc1)O2	-20.7	-4.5	-0.2	-7.3
Cc1ccc(S(=O)(=O)N(C)C[C@H]2Oc3c(NC(=O)Nc4c(C)noc4C)cccc3C(=O)N([C@@H](C)CO)C[C@@H]2C)cc1	37.9	9.1	-2.3	5.4
COc1ccc(S(=O)(=O)N(C)C[C@H]2Oc3ncc(C#CC4(O)CCCC4)cc3C(=O)N([C@@H](C)CO)C[C@H]2C)cc1	35.1	0.6	-0.6	-25.7
Continuation.
SMILES	T cruzi growth	C diff growth	GASC1 inh	Pf Dd2 growth
COc1ccc(S(=O)(=O)Nc2cccc3c2O[C@H](CN(C)Cc2ccncc2)[C@H](C)CN([C@@H](C)CO)C3=O)cc1	nt	-2.0&-2.8	0.4	13.4
CO[C@@H]1CN(C)C(=O)c2cc(NC(C)=O)ccc2OC[C@H](C)N(CCC(F)(F)F)C[C@H]1C	59.0	nt	0.3	-2.6
C[C@H]1CN([C@@H](C)CO)C(=O)c2cccc(NC(=O)C3CCCCC3)c2O[C@@H]1CN(C)C(=O)NC1CCCCC1	-17.2	0.7	-1.6	18.5
C[C@H]1CN([C@@H](C)CO)C(=O)c2cccc(NS(C)(=O)=O)c2O[C@H]1CN(C)S(=O)(=O)c1ccccc1	-43.8	-0.9	-0.1	16.0
Cc1noc(C)c1NC(=O)N[C@@H]1CC[C@H](CC(=O)N2CCCCC2)O[C@@H]1CO	-64.6	5.6	1.7	-7.3
COc1ccc(NC(=O)Nc2ccc3c(c2)C(=O)N([C@H](C)CO)C[C@@H](C)[C@@H](CN(C)Cc2ccccc2)O3)cc1	18.9	4.8	1.3	13.3
C[C@H]1CN([C@@H](C)CO)C(=O)Cc2cc(NC(=O)Nc3cccc4ccccc34)ccc2O[C@H]1CN(C)Cc1ccc(C(F)(F)F)cc1	68.4	86.9	-0.7	5.1
CCCNC(=O)Nc1ccc2c(c1)C(=O)N(C)C[C@@H](OC)[C@@H](C)CN(C(=O)CC)[C@H](C)CO2	16.2	0.4	1.5	7.1
O=C(Nc1ccc2c(c1)[C@H]1C[C@H](CC(=O)N3CCCCC3)O[C@@H](CO)[C@H]1O2)Nc1ccccc1F	6.2	-3.9	-1.8	-8.6
C[C@H]1CN([C@@H](C)CO)C(=O)c2cccc(NS(=O)(=O)c3ccccc3)c2O[C@@H]1CN(C)S(=O)(=O)c1ccccc1	18.8	0.0	0.5	-14.4
C[C@@H]1CCCCO[C@@H](CN(C)Cc2ccc(C(=O)Nc3ccccc3N)cc2)[C@@H](C)CN([C@H](C)CO)C(=O)c2cc(NC(=O)c3ccncc3)ccc2O1	nt	5.0	0.1	-85.5*
COc1cccc(C(=O)Nc2ccc3c(c2)C(=O)N(C)C[C@@H](OC)[C@H](C)CN(C(=O)C2CCCC2)[C@H](C)CO3)c1	13.3	nt	-0.5	nt
CCCC(=O)Nc1ccc2c(c1)C(=O)N(C)[C@@H]1CC[C@@H](CC(=O)N3CCc4ccccc4C3)O[C@@H]1CO2	34.4	1.3	1.3	-6.5
C[C@H](CO)N1C[C@H](C)[C@@H](CN(C)Cc2ccc(Oc3ccccc3)cc2)Oc2ccc(NC(=O)Nc3cccc4ccccc34)cc2CC1=O	93.7	15.4	7.1	-71.1
C[C@@H]1CCCCO[C@@H](CN(C)Cc2ccc(C(=O)Nc3ccccc3N)cc2)[C@@H](C)CN([C@H](C)CO)C(=O)c2cc(NS(=O)(=O)c3ccc(Cl)cc3)ccc2O1	nt	5.7	-0.6	?
